EPAC1 ag = agonists of human EPAC1; Potency, µM (highest dose often 154 µM), for the others: at the top dose activation, most hits filed as activators; hit rate 0.073% among 360,000; EPAC1 agonist qHTS, biochemical assay; response scale: 100% = response to 6.5 mM cAMP; O95398; note: potency is the fitted concentration of half-maximal effect; nearly all actives have a fitted effect of over 60% in size
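Nucleotide exchange assay: 100 nM EPAC1 with 250 nM Rap1B loaded with BODIPY-GDP and 50 uM GDP, room temperature. Fluorescence (480/540 nm) read every 5 min for 30 min; signal change normalized to 6.5 mM cAMP as full agonist.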
EPAC1 antag = EPAC1 (human) antagonism | O95398 | EPAC1 GEF assay, Rap1b-BODIPY-GDP exchange fluorescence | Potency, µM (series often up to 115 µM), without a hit: at the top dose activity change, negative = inhibition, usual class: inhibitors | hit rate 0.14% among 360,000 | AID 720709;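 note: potency is the fitted concentration of half-maximal effect; plate controls were vehicle for no effect and positive control for full effect; nearly all actives have a fitted effect of over 50% in size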
WRN helicase inh = inhibitors of human WRN helicase; Q14191; WRN helicase unwinding, fluorescent forked duplex, kinetic; Potency, µM (titrated, usually from 114 µM), inactives show at the highest dose activity change, negative = inhibition, hits mostly inhibitors; hit rate 0.46% among 360,000; note: potency is the fitted concentration of half-maximal effect; % is set by controls: 0 for no effect and ±100 for the full control effect; nearly all actives have a fitted effect of over 55% in size
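WRN at 20 nM final was preincubated with compound for 15 min at room temperature; reaction started with 100 nM forked duplex oligonucleotide carrying fluorophore and quencher plus 2 mM ATP (final). Unwinding followed kinetically by red fluorescence (ex 525/em 598 nm).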
IL-2 act = activates IL-2 in a cell-based reporter assay | IL-2 activation reporter assay, cell-based qHTS; stimulated with anti-CD3/CD4/CD28 beads; in transgenic mouse T cells | activation, % (series mostly up to about 46 µM) | hit rate 0.065% among 360,000; in the data active = activation above about 50%; inconclusive = mostly about 30% to 49%; note: 0% is about no effect
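First, unstimulated transgenic mouse T cells were exposed to compound for 60 min. Next, anti-CD3/anti-CD4-coated beads with anti-CD28 were added. Finally, after 18 h at 37 degrees C, EGFP and DsRed were imaged.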
EPAC2 ag = EPAC2 (human) agonism; EPAC2 activation, biochemical qHTS; response scale: 100% = 6.5 mM cAMP response; hit rate 0.079% among 360,000; Potency, µM (titrated, usually from 154 µM), for the others: at the highest dose activation, hits mostly activators; Q8WZA2; note: potency is the fitted concentration of half-maximal effect; nearly all actives have a fitted effect of over 50% in size
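Setup: EPAC2 100 nM, labeled Rap1B complex 250 nM, free GDP 50 uM. Compound titrations pinned in, brief spin, 5 min room temperature incubation. Kinetic fluorescence read over 30 min, normalized to 6.5 mM cAMP.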
PI5P4K alpha inh = inhibitors of human PI5P4K alpha | P48426 | PI5P4Kalpha enzyme, ADP-Glo luminescence, 60 min; stronger effect = lower value | max response, % | hit rate 1.2% among 330,000 | AID 652105; active = max response of -50% or lower; inconclusive = between -30% and -50%; inactive = -30% or higher; note: value at the top dose of about 77 µM; % is set by controls: 0 for no effect and ±100 for the full control effect
Target sequence (P48426 whole entry, looked up): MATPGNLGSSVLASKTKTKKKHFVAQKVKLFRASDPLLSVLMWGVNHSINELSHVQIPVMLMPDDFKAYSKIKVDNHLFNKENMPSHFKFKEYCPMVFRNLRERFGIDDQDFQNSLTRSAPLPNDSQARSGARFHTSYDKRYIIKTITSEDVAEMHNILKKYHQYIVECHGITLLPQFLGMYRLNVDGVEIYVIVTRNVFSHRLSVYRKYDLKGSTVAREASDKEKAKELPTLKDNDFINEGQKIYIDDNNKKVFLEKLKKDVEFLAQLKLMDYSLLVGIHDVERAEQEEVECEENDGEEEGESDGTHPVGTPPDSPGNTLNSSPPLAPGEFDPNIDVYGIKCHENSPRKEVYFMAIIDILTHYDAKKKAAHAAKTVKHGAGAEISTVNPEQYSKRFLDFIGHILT
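Human PI5P4Kalpha with substrate in 0.038 M HEPES pH 7.4, 0.28 mM EGTA, 0.1% CHAPS, 5% DMSO; reaction started with 5 microM ATP (final), 60 min at room temperature. ADP formed read by ADP-Glo luminescence.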
PLK1 PBD inh = PLK1 (human) polo-box domain binding inhibition; P53350; Plk1 PBD binding of FITC phosphopeptide, fluorescence polarization; Potency, µM, for inactives: max response, negative = inhibition, most hits filed as inhibitors; hit rate 2.8% among 360,000; AID 720504; note: potency is the fitted concentration of half-maximal effect; series mostly up to about 57 µM; % is set by controls: 0 for no effect and ±100 for the full control effect; nearly all actives have a fitted effect of over 65% in size
Target sequence (P53350 whole entry, looked up, the tested form may be a part): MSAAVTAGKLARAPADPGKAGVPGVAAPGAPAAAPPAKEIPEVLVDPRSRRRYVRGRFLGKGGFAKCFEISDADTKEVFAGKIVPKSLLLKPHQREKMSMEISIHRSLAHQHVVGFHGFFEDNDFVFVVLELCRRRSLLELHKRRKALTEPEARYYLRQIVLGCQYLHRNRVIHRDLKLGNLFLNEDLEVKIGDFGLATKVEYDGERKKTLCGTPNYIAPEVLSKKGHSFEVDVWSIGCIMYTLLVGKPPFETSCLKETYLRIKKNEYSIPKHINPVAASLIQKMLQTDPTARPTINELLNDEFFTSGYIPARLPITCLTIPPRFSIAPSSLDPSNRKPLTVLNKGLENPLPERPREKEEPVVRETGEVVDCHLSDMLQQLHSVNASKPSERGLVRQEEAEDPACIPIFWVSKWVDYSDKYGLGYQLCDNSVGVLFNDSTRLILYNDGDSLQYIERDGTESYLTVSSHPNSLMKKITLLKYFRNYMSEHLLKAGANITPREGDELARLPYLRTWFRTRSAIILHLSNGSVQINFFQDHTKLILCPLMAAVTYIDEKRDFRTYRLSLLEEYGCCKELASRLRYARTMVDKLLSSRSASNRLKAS
CCT modulator = changes cytosolic chaperonin activity; purified chaperonin ATPase assay, HTRF ADP detection, 30 min; activity change, % (concentration not given with the values), hits read low; hit rate 0.3% among 360,000; AID 651819; in the data active = activity change below about -30%; note: % is set by controls: 0 for no effect and ±100 for the full control effect
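We incubate TRiC, 40 or 20 nM final, with library compounds at 76 uM and 10 uM ATP for 30 min at 37 °C. ADP formed is detected with Transcreener HTRF reagents after 30 min at room temperature.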
Starred values were filed as active, the others as inactive; ? = inconclusive; · = no result given; & = joins results of further samples; [ ] = remark or other dose. Unless noted, calls come from the whole dose curve; as a rule, active = well fitted curve in the direction sought with a large enough effect; inconclusive = small, poorly fitted or top-dose-only effect, or another doubt; inactive = no such curve, though single readings can be large; an effect the other way counts as inactive or inconclusive. Some of the compounds tested; count on the stated rates, not on these rows.

SMILES	EPAC1 ag	EPAC1 antag	WRN helicase inh	IL-2 act	EPAC2 ag	PI5P4K alpha inh	PLK1 PBD inh	CCT modulator
CCc1ccccc1NC(=O)CCC(=O)Nc1nnc(C(C)C)s1	0%	-11%	1%	-1.7	5%	1	-17%	-2.8
O=C(CSc1nccn1-c1ccc(Cl)cc1)N1CCCc2ccccc21	4%	-4%	6%	-3.1	19%	0	-4%	-0.7
CN(C(=O)CSc1nc2ccccc2c(=O)n1C)C1CCS(=O)(=O)C1 (centres undefined)	5%	5%	9%	-0.1	7%	-2	-13%	-1.3
CCC(c1ccccc1)c1nc(-c2ccccn2)no1 (centres undefined)	-14%	5%	5%	0.0	-1%[15.6 µM]	-1	-1%	-9.9
COc1ccc(CNC[C@H]2O[C@@H](n3cnc4c(N)ncnc43)[C@H](O)[C@@H]2O)cc1OC	-5%	0%	1%	0.4	-1%	3	0%	0.9
O=C(Cn1cc2c(n1)CCCC2)NCc1ccccn1	13%	-7%	-5%	-2.0	7%	0	-21%	-4.0
CC(C)NC(=O)CCCc1c[nH]c2ccccc12	3%	0%	10%	-1.6	2%	4	-9%	-1.8
Cc1ccc(F)cc1NC(=O)N1CCNC(=O)C1CC(=O)Nc1cc(Cl)ccc1Cl (centres undefined)	-15%	5%	7%	0.7	-8%	3	7%	-1.6
CCOC(=O)Cn1c(=O)c(-c2ccccc2NCc2ccccc2)nc2ccccc21	14%	-4%	0%	-1.9	1%	1	-4%	-2.3
COc1ccccc1CNC(=O)c1ccccc1N	9%	-3%	2%	3.6	2%	·	-7%	-3.3
COc1ccc(COc2ccccc2C(=O)Nc2ccccn2)cc1[N+](=O)[O-]	7%	-20%	-7%	-0.4	11%	9	-3%	-1.6
COc1ccccc1/C=C/C=N/N1CCN(c2ccccn2)CC1	-1%	-3%	-4%	-1.8	12%	-6	0%	-2.5
O=C(CCN1CCC(c2cccs2)=N1)c1cccs1	-2%	-4%	-1%	-1.0	5%	1	-15%	0.3
CCOc1ccc(/C(C)=N/NC(=O)c2nnn(-c3nonc3N)c2-c2cccs2)cc1	13%	3%	3%	-1.4	3%	2	-4%	-0.7
CC(=O)Nc1ccc(C2(O)COc3ccccc3O2)cc1 (centres undefined)	4%	-7%	2%	-3.0	8%	-2	-8%	-0.9
O=C(Nc1ccc(F)cc1)C(c1ccccc1OC(F)(F)F)N1CCN(c2cccc(C(F)(F)F)n2)CC1 (centres undefined)	-5%	-25%	-6%	-0.7	0%	1	-23%	·
Cc1cc(OCCn2cnc3ccccc3c2=O)cc(C(C)C)c1	6%	-11%	0%	-5.3	19%	-11	21µM*	-7.1
O=C(c1ccc2c3c(cccc13)CC2)N1CCOCC1	-3%	10%	0%	0.0	0%	-4	?	-2.2
CC1=C(C(=O)Nc2ccccc2F)C(c2ccsc2)C2=C(CC(c3ccccc3)CC2=O)N1 (centres undefined)	15%	1%	-32%[57.1 µM]	-2.4	8%	-7	3%&-15%	-2.1
O=[N+]([O-])c1ccccc1/C=C/C=N/n1c(-c2cc(-c3ccccc3)n[nH]2)n[nH]c1=S	-7%	-17%	-18%	-2.7	17%	?	?	-2.5
N#Cc1ncccc1CCc1cccc(Cl)c1	9%	-3%	-5%	-0.7	9%	2	-13%	-1.0
O=C(CC(Nc1cccc(Cl)c1Cl)C(=O)OCC(=O)c1cccs1)c1ccccc1 (centres undefined)	18%	13%	-1%	-0.5	-2%	8	-3%	-0.6
CC(NC(=O)c1c(O)c2ccccc2[nH]c1=O)c1ccccc1 (centres undefined)	6%	-6%	-4%	0.6	-2%	4	10%	-4.8
Cc1cccc(C)c1OCCCCN1CCNCC1	2%	-5%	19%	-2.0	2%	-4	-5%	1.3
COc1ccccc1NC(=O)CC(=O)CSc1nnc(-c2ccc(C)cc2)n1-c1ccccc1	0%	?	-20%	-0.3	1%	?	0%	1.2
COc1cc(CN(C)C(C)C(=O)Nc2ccc([N+](=O)[O-])cc2Cl)ccc1OC(F)F (centres undefined)	2%	-18%	-24%[57.1 µM]	-2.5	5%	1	1%	0.2
COc1ccccc1-c1c(C)nn2c(N3CCC(C)CC3)cc(C)nc12	4%	-14%	6%	-0.1	12%	-4	-10%	0.9
N#CC(=C1C=C(Br)C(=NO)C=C1Cl)c1ccc(Cl)cc1	-6%	-14%	-10%	-2.1	12%	-25	?	1.6
CN1CCN(C(=S)c2ccc(Cl)cc2)CC1	-1%	8%	1%	1.3	6%	-1	-2%	-1.0
O=C(NCc1ccccc1)c1ccc(NS(=O)(=O)c2cccs2)cc1	4%	-25%	6%	0.9	9%	-2	-9%	-2.5
CN(/N=C/c1ccc(Cl)cc1)c1ncc(Cl)cc1C(F)(F)F	1%	0%	1%	-1.9	13%	46	0%	-2.1
O=C(O)Cc1c(C(=O)O)[nH]c2ccc(C(=O)O)cc12	-1%	12%	3%	-1.2	5%	4	3%	0.1
CN(C)S(=O)(=O)Nc1cccc(NC(=O)CC23CC4CC(CC(C4)C2)C3)c1	0%	-14%	-7%	3.0	3%	3	-7%	2.2
Cc1ccc(OCc2cc(C(=O)N(C)CC3CCOCC3)no2)cc1C	-2%	7%	-1%	-1.5	3%	-4	-5%	-1.1
Cc1cccc(N2C(=O)CSC2c2cccnc2)c1 (centres undefined)	6%	4%	-14%	-2.0	13%	·	-6%	0.9
O=C(Nc1ccc([N+](=O)[O-])cc1)c1cccc(S(=O)(=O)Nc2ccccn2)c1	6%	-13%	-2%[57.1 µM]	0.3	8%	-2	-6%	0.3
NC(=O)NC(=O)CSc1nc(-c2ccccc2)c(-c2ccccc2)n1CC1CCCO1 (centres undefined)	2%	0%	3%	0.1	1%	1	-6%	-0.8
C[C@H](CO)N1C[C@H](C)[C@@H](CN(C)Cc2ccc(-c3ccccc3)cc2)Oc2c(NS(=O)(=O)c3cccs3)cccc2C1=O	-5%	-9%	-8%	-2.4	4%	-3	2%	-1.6
Cc1ccc(C(c2nnnn2C2CCCCC2)N(C)C2CCCCC2)cc1 (centres undefined)	9%	10%	-5%	0.3	-3%	·	-2%	-0.1
CCOC(=O)C1CCN(c2ccc([N+](=O)[O-])c(C(C)=O)c2)CC1	2%	-10%	-14%	-1.6	-3%	5	2%	1.9
CC(=O)Nc1ccc(-c2csc(NC(=O)CCNC(=O)c3ccco3)n2)cc1	5%	10%	10%	1.3	11%	3	-17%	-0.9
O=C(NCc1ccccc1F)C1CCCN1C(=O)Nc1cccc(F)c1 (centres undefined)	6%	-11%	-2%	-3.8	-1%	0	-7%	1.2
O=C(NCC1CCCO1)c1ccccc1OCc1ccc(Cl)cc1 (centres undefined)	-3%	-4%	-1%	-0.4	8%	3	0%	-1.5
O=[N+]([O-])c1ccc(S(=O)(=O)NN=C2CCCCC2)cc1	2%	-15%	2%	-0.4	16%	0	-17%	-3.3
CC(C)(C)C(=O)Nc1ccccc1C(=O)OCC(=O)c1ccc2c(c1)OCCO2	14%	1%	-9%	0.3	6%	9	-6%	-1.1
COc1ccc(/C=N/NC(=S)NC2CCS(=O)(=O)C2)cc1OC (centres undefined)	8%	-1%	-1%	-1.9	7%	·	-10%	-3.2
CC(C)(C)NC(=O)CSc1nc(N)c(NC(=O)c2ccccc2F)c(=O)[nH]1	8%	6%	-7%	-1.1	7%	4	-8%	-1.2
COc1cccc(OC)c1-c1nn2c(-c3ccco3)nnc2s1	0%	5%	1%	-0.7	4%	8	3%	-0.5
O=C(Nc1cc(F)ccc1F)C1CCCN1S(=O)(=O)c1cccc2nsnc12 (centres undefined)	-4%	-6%	1%	-2.4	7%	1	-16%	-4.0
O=C(CCc1ccccc1)NCCCNC(=O)CCc1ccccc1	2%	8%	-4%	-0.1	3%	0	-2%	-0.9
COC(=O)c1cc(OC)c(OC)cc1NC(=O)Cn1nnc(-c2ccccc2Cl)n1	2%	-2%	-5%	0.8	8%	·	-7%	-2.6
COc1cccc(OC)c1C(=O)NN1CCCCC1	-5%	-2%	1%	0.2	10%	·	-2%	-1.8
Cc1ccc(S(=O)(=O)N2CCN(S(=O)(=O)c3ccccc3)C2)cc1	-1%	3%	0%	-2.4	11%	·	-4%	-5.7
Fc1ccc(NC(=S)Nc2cccnc2)cc1	-6%	-5%	1%	-1.5	16%	-2	-24%	-3.1
CC(=O)Nc1ccc(N/C(N)=N/c2nc(C)cc(C)n2)cc1	-13%	-7%	37%[activator]	0.8	0%	-1	-3%	-5.2

7 entries from above, with bars between the fields.
Compound | EPAC1 ag | EPAC1 antag | WRN helicase inh | IL-2 act | EPAC2 ag | PI5P4K alpha inh | PLK1 PBD inh | CCT modulator
CN(/N=C/c1ccc(Cl)cc1)c1ncc(Cl)cc1C(F)(F)F | 1% | 0% | 1% | -1.9 | 13% | 46 | 0% | -2.1
O=C(O)Cc1c(C(=O)O)[nH]c2ccc(C(=O)O)cc12 | -1% | 12% | 3% | -1.2 | 5% | 4 | 3% | 0.1
CN(C)S(=O)(=O)Nc1cccc(NC(=O)CC23CC4CC(CC(C4)C2)C3)c1 | 0% | -14% | -7% | 3.0 | 3% | 3 | -7% | 2.2
Cc1ccc(OCc2cc(C(=O)N(C)CC3CCOCC3)no2)cc1C | -2% | 7% | -1% | -1.5 | 3% | -4 | -5% | -1.1
Cc1cccc(N2C(=O)CSC2c2cccnc2)c1 (centres undefined) | 6% | 4% | -14% | -2.0 | 13% | · | -6% | 0.9
O=C(Nc1ccc([N+](=O)[O-])cc1)c1cccc(S(=O)(=O)Nc2ccccn2)c1 | 6% | -13% | -2%[57.1 µM] | 0.3 | 8% | -2 | -6% | 0.3
NC(=O)NC(=O)CSc1nc(-c2ccccc2)c(-c2ccccc2)n1CC1CCCO1 (centres undefined) | 2% | 0% | 3% | 0.1 | 1% | 1 | -6% | -0.8
